Bcl-B displacement: displacers of TR3 peptide from Bcl-B, primary screen, selectivity assay for Bfl-1 inhibitor project, biochemical, fluorescence polarization; FP displacement of FITC-TR3 peptide from Bcl-B; higher % means a stronger effect; one-dose displacement, % at 20 µM; IC50 in µM for titrated hits; 96,000 compounds, 0.11% hits;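 active = displacement above 50% at 20 µM plus a fluorescence interference ratio under 1.5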;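 also: plate controls were wells without compound for no effect and wells lacking Bcl-B protein for full effect; a part of the inactive calls stands beside numbers as strong as those of hits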
MRP resist rev: compounds reversing MRP-mediated drug resistance. H69AR cells + 2 uM doxorubicin, CellTiter-Glo, 72 h. 85,000 compounds, 0.04% hits. differential viability (reversal), % at 10 µM;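 active = viability drop by adding the cancer drug above about 55%, with treated viability meeting a 40% cutoff, limit read from the data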;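 also: viability without doxorubicin minus viability with 2 µM doxorubicin for each compound; larger differential means the compound sensitizes cells more to doxorubicin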
IL1B NFkB inh: blocks IL-1B driven NFkB nuclear translocation in HUVEC cells | inhibition, % at 2 µM | HUVEC IL-1B NFkB p65 nuclear translocation imaging | 94,000 compounds, 0.43% hits;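 active = inhibition above about 30% together with a positive call from visual inspection of the well image, limit read from the data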;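 also: nuclear over cytoplasmic p65 intensity ratio measured by imaging; 0% = IL-1B stimulated DMSO wells and 100% = unstimulated DMSO wells; values of inactives mirror those of a sister screen read the other way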
IL1B NFkB pot: enhances IL-1B driven NFkB nuclear translocation; HUVEC IL-1B NFkB p65 nuclear translocation imaging; activation, % at 2 µM; AID 819; 94,000 compounds, 0.3% hits;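 active = activation above 40%, about the mean plus 3 SD, also judged a hit on visual image review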;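 also: percent activation is computed from the nuclear over cytoplasmic p65 intensity ratio; values of inactives mirror those of a sister screen read the other way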
PLAP inhibitors HTS: inhibition of human placental alkaline phosphatase – biochemical, luminescence, HTS (AID 690) | 96,000 compounds, 0.08% hits | purified PLAP, luminescent substrate; higher % means a stronger effect | inhibition, % at 20 µM, or IC50 in µM where a hit was titrated; in the data active = a potency from the dose series; inactive = the rest, 99 in 100 with inhibition below about 30%; also: strong numbers were not always called active
MRP resist rev cytotoxicity: further read-out of MRP resist rev, marked with its call; viability, %; H69AR cells, CellTiter-Glo, 72 h; measured here: cytotoxicity without doxorubicin
MRP resist rev with doxorubicin: second read-out of MRP resist rev, no call of its own (marks repeat the call); viability, %; measured here: viability with 2 uM doxorubicin; stronger effect = lower value
IL1B NFkB inh cell count 2 µM: further read-out of IL1B NFkB inh, marked with its call; cell count; measured here: cells passing quality filter;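 raw number of nuclei counted in each imaged well without normalization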
IL1B NFkB pot cell count 2 µM: second read-out of IL1B NFkB pot, no call of its own (marks repeat the call); cell count; measured here: cells passing quality filter
* = called active by the depositor; nt = not tested or not shown. Only part of the results is shown. The share of hits here may be higher or lower than overall.

Sample of the layout (four entries):
SMILES	Bcl-B displacement	MRP resist rev	MRP resist rev cytotoxicity	MRP resist rev with doxorubicin	IL1B NFkB inh	IL1B NFkB inh cell count 2 µM	IL1B NFkB pot	IL1B NFkB pot cell count 2 µM	PLAP inhibitors HTS
O=C(CCSc1ccccc1)N1CCN(C(=O)c2ccco2)CC1	12%	14	92	78	-15	119	15	119	-27%
COC(=O)Cc1c(C)nc2nc(NCc3ccccc3OC)[nH]n2c1=O	7%	-2	85	87	1	152	-1	152	-15%
COc1cc(SC)ccc1C(=O)Nc1ccccc1	11%	-16	44	60	-7	186	7	186	11%
COc1ccc(CC/C(=N\O)C2(O)CCCCC2)cc1	0%	3	103	101	1	201	-1	201	12%

All compounds of this part, repeating the preview:
SMILES	Bcl-B displacement	MRP resist rev	MRP resist rev cytotoxicity	MRP resist rev with doxorubicin	IL1B NFkB inh	IL1B NFkB inh cell count 2 µM	IL1B NFkB pot	IL1B NFkB pot cell count 2 µM	PLAP inhibitors HTS
O=C(CCSc1ccccc1)N1CCN(C(=O)c2ccco2)CC1	12%	14	92	78	-15	119	15	119	-27%
COC(=O)Cc1c(C)nc2nc(NCc3ccccc3OC)[nH]n2c1=O	7%	-2	85	87	1	152	-1	152	-15%
COc1cc(SC)ccc1C(=O)Nc1ccccc1	11%	-16	44	60	-7	186	7	186	11%
COc1ccc(CC/C(=N\O)C2(O)CCCCC2)cc1	0%	3	103	101	1	201	-1	201	12%
Cc1ccc(CN2C(=O)CCC2C(=O)NCCN2CCOCC2)cc1 (centres undefined)	-6%	-1	106	107	24	85	-24	85	-32%
COC(=O)c1c[nH]n2c(=O)cc(C)nc12	-14%	-2	87	89	47*	101*	-47	101	-2%
COc1cc(-c2nnc(-c3ccncc3)o2)ccc1OCc1ccccc1	5%	-4	55	59	-5	66	5	66	-20%
Cc1ccc(NC(=O)c2ccc(CSc3nnc(C)s3)cc2)cc1	-8%	nt	nt	nt	4	168	-4	168	20%
O=C(Nc1ccccc1)NC1(C(=O)NCc2ccc3c(c2)OCO3)CCCCC1	0%	14	104	90	-4	182	4	182	-5%
Cc1nc2cc(C(=O)O)ccc2n1C1CCCCC1	nt	10	89	78	-2	104	2	104	nt
O=C(CNS(=O)(=O)c1ccc(F)cc1)N1CCN(c2ccc(F)cc2)CC1	-14%	10	100	90	-18	127	18	127	11%
O=C(Nc1ccccc1)c1cc(-n2cnnc2)ccc1Cl	-2%	-1	87	88	-8	158	8	158	9%
Cc1ccc(C(=O)C2C(=O)c3ccccc3C2=O)cc1	8%	-13	85	98	-20	54	20	54	-4%
CC(=O)Nc1ccc(N(C(=O)c2cnccn2)C(C(=O)NC2CCCCC2)c2ccc(O)cc2)cc1 (centres undefined)	-2%	-2	85	86	8	149	-8	149	-37%
C(=C\c1ccccc1)/C=N/N1CCN(c2ccccn2)CC1	-1%	nt	nt	nt	-7	100	7	100	15%
Cc1ccccc1Nc1nc(N)nc(COC(=O)c2cccn2C)n1	-13%	27	102	75	10	200	-9	200	21%
COC(=O)Cn1c(CN2CCC(Cc3ccccc3)CC2)nc2c1c(=O)n(C)c(=O)n2C	0%	13	92	79	-6	168	6	168	-35%
CC1(C)CC(CCNC(=O)c2ccc(-n3cnnn3)cc2)CC(C)(C)N1	-14%	-1	87	88	1	179	-1	179	5%
CC(=O)NCCn1c(SCc2ccccc2F)nc2ccccc2c1=O	6%	15	96	81	10	106	-10	106	-10%
COc1ccc(NC(=O)C2CCCN(S(=O)(=O)c3cccc4cccnc34)C2)cc1 (centres undefined)	20%	11	86	75	19	157	-19	157	11%
CC12CCCCC1c1ccccc1C(=NCC(=O)O)N2 (centres undefined)	-14%	-2	85	87	-16	151	16	151	2%
NC(=O)CCCCC(=O)OCCCc1cccs1	2%	7	92	85	nt	nt	nt	nt	12%
COc1ccc(NC(=O)CN2c3cccc4cccc(c34)S2(=O)=O)cc1	-20%	9	96	87	2	171	-2	171	-2%
O=C(c1c(F)c(F)c(F)c(F)c1F)N1CCN(c2cccc(C(F)(F)F)c2)CC1	-3%	-17	29	46	-7	112	7	112	-11%
O=C(NCc1ccco1)C1CCC(N2C(=O)c3ccccc3C2=O)CC1 (centres undefined)	17%	10	103	93	3	137	-3	137	-8%
O=C(CSc1nnnn1-c1cccc(F)c1)Nc1nc2ccccc2s1	nt	-2	79	81	3	113	-3	113	nt
COc1ccc(N2CCN(c3oc(-c4ccccc4OC)nc3C#N)CC2)cc1	0%	4	84	80	20	91	-20	91	-50%
CCOC(=O)N1CCN(C(=O)CN(c2ccc(C)cc2)S(=O)(=O)c2c(C)noc2C)CC1	3%	-7	88	95	-3	126	3	126	-55%
CCCc1ccc(C(=O)CCC(=O)O)cc1	-2%	11	94	83	nt	nt	nt	nt	-22%
CC(=O)n1c2ccccc2c2nc(NC(C)C)sc21	8%	-19	85	103	-27	180	27	180	31%
COc1ccc2c(=O)c3c(=O)n(Cc4ccco4)c(C(C)C)nc3oc2c1	nt	1	82	81	-2	142	3	142	nt
O=C(O)CCCCCNS(=O)(=O)c1c(Cl)cccc1Cl	5%	2	92	90	nt	nt	nt	nt	-11%
O=C(c1ccco1)N1CCN(c2ncnc3sc4c(c23)CCC4)CC1	30%	3	82	79	-12	94	12	94	-57%
CCN(CC)c1ccc2c(C)c(-c3ccc(N)cc3)c(=O)oc2c1	0%	-3	51	54	nt	nt	nt	nt	14%
COC(=O)c1ccc(/C=N/OCC(=O)NC2CCCC(C)C2C)cc1 (centres undefined)	1%	8	98	90	4	180	-4	180	15%
Cc1nc2sc(C(c3ccco3)N3CCC4(CC3)OCCO4)c(O)n2n1 (centres undefined)	nt	14	95	82	-5	87	5	87	nt
O=C(NCCc1ccccc1)c1cccnc1N1CCCCCC1	6%	5	90	85	-2	103	2	103	-16%
CC(=O)c1cccc(NC(=O)NCc2ccccn2)c1	3%	8	93	85	2	163	-2	163	-28%
CCOC(=O)/C=C1\SCC(=O)N1CC(=O)Nc1ccccc1OC(F)F	-37%	-5	92	98	-29	180	29	180	14%
CCCN(CCC)C(=O)c1c(NC(=O)CC)sc2c1CCCCC2	nt	9	98	89	-4	153	4	153	nt
Cc1nc(CSc2nc3[nH]ncc3c(=O)n2-c2ccccc2)cs1	2%	-11	73	85	-10	160	9	160	-134%
O=C(COc1ccc(/C=N/NS(=O)(=O)c2ccccc2)cc1)Nc1cccc(Cl)c1	-2%	nt	nt	nt	0	171	2	118	10%
COc1ccc(S(=O)(=O)N2CCN(S(=O)(=O)c3ccc(C(F)(F)F)cc3)CC2)cc1C	-10%	-8	89	97	-6	99	6	99	1%
O=C(CSc1nc(-c2ccc(F)cc2)cs1)N1CCc2ccccc21	3%	nt	nt	nt	-11	164	11	164	-5%
Nc1nc(SCC(=O)NC2CCCC2)[nH]c(=O)c1-c1ccccc1	2%	nt	nt	nt	-2	141	2	141	11%
CCNc1nc(Oc2ccc(=O)[nH]n2)nc(N2CCOCC2)n1	2%	22	104	83	-9	173	9	173	-10%
OCCN(Cc1ccccc1)Cc1cccc(Cl)c1Cl	2%	25	80	55	2	124	-2	124	5%
CCOC(=O)c1sc(NC(=O)c2ccc(CC)s2)nc1C	-7%	14	87	73	6	118	-6	118	-14%
O=C(Cn1cc2c(n1)CCCCC2)NCc1ccccc1	-5%	-10	78	88	0	158	0	158	21%
CNC(=O)c1[nH]cnc1C(=O)Nc1ccccc1OC	nt	-3	86	90	-22	128	22	128	nt
Cc1oc(-c2ccc(Cl)cc2)nc1CSCC(=O)NCCCN1CCOCC1	-1%	1	80	79	11	128	-11	128	-28%
CCOC(=O)c1cnc(SCC(C)C)nc1N	1%	18	99	81	-4	149	4	149	-7%
CCC(=O)NC(c1ccccc1)c1nc2ccccc2[nH]1 (centres undefined)	0%	4	99	95	nt	nt	nt	nt	-28%
Cc1ccc(NC(=O)c2ccc(C#CC3(O)CCCCC3)cc2)cc1C	3%	nt	nt	nt	-8	105	8	105	15%
Cn1c(=O)oc2cc(S(=O)(=O)NCCC(=O)N3CC=C(c4ccccc4)CC3)ccc21	-14%	1	91	89	7	126	-7	126	-40%
Brc1ccc(-c2nnc(SCCC3OCCCO3)o2)cc1	-13%	nt	nt	nt	-1	145	1	145	-15%
c1ccc(OCc2nn3c(-c4ccccn4)nnc3s2)cc1	-9%	6	94	88	-3	106	3	106	3%
COc1ccc(-c2cc(CCCC(=O)NCc3ccccn3)no2)cc1	-20%	31	100	70	4	176	-4	176	-64%
CCc1ccc(CNc2ccc(N3CCN(C(C)=O)CC3)cc2)cc1	15%	8	93	85	4	95	-4	95	-45%
CC(C)(C)NC(=O)C(c1ccccc1)N(Cc1ccco1)C(=O)c1csnn1 (centres undefined)	-2%	-3	88	91	-5	124	5	124	1%
Other records follow:
SMILES	Bcl-B displacement	MRP resist rev	MRP resist rev cytotoxicity	MRP resist rev with doxorubicin	IL1B NFkB inh	IL1B NFkB inh cell count 2 µM	IL1B NFkB pot	IL1B NFkB pot cell count 2 µM	PLAP inhibitors HTS
O=C(Nc1ccc2c(c1)OCCO2)C1CCN(c2cnccn2)CC1	-3%	8	95	88	-37	200	37	200	-6%
CCOc1cc2nc(-c3ccc(OC)c(OC)c3)nc(N3CCOCC3)c2cc1OC	-7%	-20	33	53	0	141	0	141	-38%
CC1CN(c2oc(-c3ccccc3Cl)nc2C#N)CC(C)O1 (centres undefined)	-13%	1	88	87	1	112	-1	112	8%
CCC(=O)N1CCc2cc(S(=O)(=O)NCCCN(CC)Cc3ccccc3)ccc21	-10%	13	89	76	1	135	-1	135	-60%
CCC(CC)C(=O)Nc1cc(C(=O)OC)cc(C(=O)OC)c1	-5%	-2	83	85	0	142	1	142	-10%
COc1ccc(CCNC(=O)CC2Nc3ccccc3NC2=O)cc1 (centres undefined)	6%	10	91	80	3	171	-3	171	-3%
CCC1(C)Cc2c(sc3c2c(=O)n(C)c2nnc(SCCc4ccccc4)n32)CO1 (centres undefined)	4%	23	45	22	nt	nt	nt	nt	-20%
COc1ccc(CN2CCN(C(=O)c3cc(OC)c(OC)c(OC)c3)CC2)cc1OC	nt	7	67	59	9	105	-9	105	nt
CCOC(=O)C1=C(C)N(C)C(=O)NC1c1ccc(C)s1 (centres undefined)	-2%	7	91	84	2	163	-2	163	26%
S=c1[nH]nc(-c2cccnc2)n1-c1ccccc1	nt	9	96	88	-1	86	1	86	nt
CCOC(=O)C1=C(C)NC2=C(C(=O)CC(C)(C)C2)C1c1ccsc1 (centres undefined)	0%	-1	85	86	-2	117	2	117	-19%
COc1ccccc1C(=O)N(CN1CCCC1=O)c1cccc(Cl)c1	0%	nt	nt	nt	-38	141	38	141	8%
COc1ccc(C(=S)Nc2ccc(N(C)C)cc2)cc1	-4%	nt	nt	nt	-1	163	1	163	-8%
COc1ccccc1-c1cc(C(=O)NCCc2ccccc2)no1	1%	-18	93	111	-2	172	2	172	-30%
CCOC(=O)C1=C(CN2CCN(c3ccc(F)cc3)CC2)NC(=O)NC1c1cccs1 (centres undefined)	-4%	-15	66	81	-6	195	6	195	-23%
O=C(O)C1CCCCC1C(=O)Nc1ccc2c(c1)OCCO2 (centres undefined)	0%	1	92	91	-25	125	25	125	-7%
CCCN1C(=O)/C(=C/c2ccc(C)o2)SC1=Nc1ccc(OC)cc1	-10%	nt	nt	nt	-3	139	3	139	-7%
Cc1cccc(-c2cc(C(=O)NCCCn3ccnc3)c3ccccc3n2)c1	3%	nt	nt	nt	-3	118	3	118	-42%
Cc1cc2c(C)nc(-c3ccccc3)nc2o1	-1%	4	92	88	7	127	-7	127	11%
Cc1noc(/C=C/c2ccco2)c1S(=O)(=O)N1CCC(C(=O)NCc2ccco2)CC1	-15%	-7	54	61	2	120	-2	120	3%

Record cards, from the list above. Screens in order: Bcl-B displacement, MRP resist rev, MRP resist rev cytotoxicity, MRP resist rev with doxorubicin, IL1B NFkB inh, IL1B NFkB inh cell count 2 µM, IL1B NFkB pot, IL1B NFkB pot cell count 2 µM, PLAP inhibitors HTS
CCc1ccc(CNc2ccc(N3CCN(C(C)=O)CC3)cc2)cc1 is entered as 15%, 8, 93, 85, 4, 95, -4, 95, -45%
COc1ccccc1C(=O)N(CN1CCCC1=O)c1cccc(Cl)c1 is entered as 0%, nt, nt, nt, -38, 141, 38, 141, 8%

Assay outcomes (PubChem BioAssay)
